Bioassay records (PubChem)
Mcl1 Bid PPI – Mcl-1/Bid interaction inhibition | Q07820 | TR-FRET Mcl-1/Bid-Dy647 peptide binding, 1536-well | inhibition, % at 21.7 µM | hit rate 0.97% among 220,000;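 active = compounds that cut the binding signal by more than half at the single screening dose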;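 also: His-tagged Mcl-1 with europium anti-His antibody binding Bid BH3 peptide; 0% = Mcl-1 plus peptide wells and 100% = peptide-only wells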
Target sequence (Q07820 whole entry, looked up): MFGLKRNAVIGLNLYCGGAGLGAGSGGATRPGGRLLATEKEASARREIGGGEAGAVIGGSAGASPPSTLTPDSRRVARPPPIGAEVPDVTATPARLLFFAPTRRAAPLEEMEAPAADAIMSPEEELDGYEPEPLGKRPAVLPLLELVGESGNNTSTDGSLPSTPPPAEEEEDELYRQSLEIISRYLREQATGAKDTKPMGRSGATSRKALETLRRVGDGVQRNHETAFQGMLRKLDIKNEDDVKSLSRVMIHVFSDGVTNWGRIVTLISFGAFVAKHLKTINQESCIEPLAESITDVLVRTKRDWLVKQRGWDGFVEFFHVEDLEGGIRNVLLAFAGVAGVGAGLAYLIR
Rac1 act GTP bind – alters GTP binding to activated mutant human Rac1; P63000; GST-Rac1 activated beads, fluorescent GTP binding, flow cytometry; actives lie on both sides; 100% means binding = to untreated wells; percent activity (GTP binding), % at 10 µM; hit rate 0.11% among 190,000; AID 764;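 active = GTP binding at least 20 percentage points away from the 100% baseline, in either direction, so actives lie on both sides; inconclusive = Compound likely fluorescent itself, or too few beads counted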
Mcl-1 Bim block – inhibitors of Bim-Mcl-1 interaction, human. Q07820. hit rate 0.1% among 190,000. Bead-based flow cytometry, Bim peptide-Mcl-1 binding. inhibition, % at 10 µM. AID 1009; in the data active = inhibition above about 40%;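 also: 0% = no compound tracer wells and 100% = peptide blocker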
Pf gametocyte – kills late stage P. falciparum gametocytes; P. falciparum stage V gametocytes, ATP luminescence, 24 h; hit rate 0.065% among 150,000; inhibition, % at 10.9 µM;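 active = inhibition above the mean plus 3 SD of compounds within the control limits, set per campaign, cut at about 38% in these data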;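 also: 0% = DMSO wells and 100% = medium only without gametocytes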
Cdc42 wt – changes GTP binding to wildtype human Cdc42; P60953; AID 761; GST-Cdc42 beads, Bodipy-GTP binding, flow cytometry; actives lie on both sides; hit rate 0.2% among 190,000; percent activity (GTP binding), % at 10 µM;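 active = percent activity GTP binding at least 20 points away from the 100% baseline, either down as inhibitor or up as activator; inconclusive = compound flagged as likely green fluorescent from well-wide comparison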;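 also: median bead fluorescence of bound Bodipy-FL-GTP at 100 nM; 0% = excess unlabeled GTP control and 100% = no compound control; below 100% means less GTP binding so inhibitor and above means activator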
Target sequence (P60953 whole entry, looked up): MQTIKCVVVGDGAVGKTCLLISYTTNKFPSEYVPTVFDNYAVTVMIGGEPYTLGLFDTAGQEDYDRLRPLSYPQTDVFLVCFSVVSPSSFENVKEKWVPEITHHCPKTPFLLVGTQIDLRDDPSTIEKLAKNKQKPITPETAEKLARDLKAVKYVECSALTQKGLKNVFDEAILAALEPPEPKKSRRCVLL
Rab2A wt mod – changes GTP binding to wildtype dog Rab2A, up or down | GST-Rab2 wt beads, Bodipy-GTP binding, flow cytometry | GTP binding activity, % at 10 µM | hit rate 0.19% among 190,000 | AID 760;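 active = GTP binding activity at least 20 points away from 100%, either lowered or raised; inconclusive = signal likely due to the compound's own green fluorescence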;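 also: 0% = beads with excess unlabeled GTP and 100% = no-compound control corrected for plate trend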
Rac1 wt modul – human Rac1 wildtype GTP binding, inhibitors and activators; P63000; GST-Rac1 beads, fluorescent GTP binding, flow cytometry; actives lie on both sides; 0 = cold GTP competed, 100 = untreated; GTP binding activity (% of control), % at 10 µM; hit rate 0.27% among 190,000;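 active = GTP binding activity at least 20 points away from the 100% control level, either lower or higher; inconclusive = compound flagged as likely green fluorescent, judged across all proteins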
Rab7 wt GTP bind – dog Rab7 wildtype GTP binding, inhibitors and activators; GST-Rab7 beads, fluorescent GTP binding, flow cytometry; actives lie on both sides; untreated = 100%, excess cold GTP = 0%; GTP binding activity (percent of control), % at 10 µM; hit rate 0.055% among 190,000; AID 758;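 active = fluorescent GTP binding to Rab7 beads changed by at least 20 points from the 100% baseline, either direction, mostly lower; inconclusive = compound itself probably fluorescent, or too few beads counted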;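 also: median green fluorescence of bound Bodipy-FL-GTP per Rab7 bead population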
Mcl1-Noxa inh – disrupts binding of human Mcl-1 to Noxa peptide; inhibition, % at 21.7 µM; Q07820; TR-FRET Mcl-1/Noxa peptide binding, 2 h; hit rate 1.5% among 220,000;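 active = compounds that cut the protein-peptide binding signal by more than 50% relative to plate controls in a single-dose test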;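 also: His-tagged Mcl-1 with rhodamine Noxa BH3 peptide and terbium anti-His antibody; 0% = Mcl-1 plus Noxa peptide wells and 100% = peptide-only wells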
RGS8-Gao reg – modulates binding of RGS8 to human Galphao. P09471. multiplexed bead flow cytometry; actives lie on both sides. response (percent of control binding), % at 10 µM. hit rate 0.34% among 220,000; in the data active = response below about 60% or above about 140%; inactive = in between;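 also: Galphao activated as the GDP aluminium fluoride complex binding bead-coupled RGS8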
Target sequence (P09471 whole entry, looked up): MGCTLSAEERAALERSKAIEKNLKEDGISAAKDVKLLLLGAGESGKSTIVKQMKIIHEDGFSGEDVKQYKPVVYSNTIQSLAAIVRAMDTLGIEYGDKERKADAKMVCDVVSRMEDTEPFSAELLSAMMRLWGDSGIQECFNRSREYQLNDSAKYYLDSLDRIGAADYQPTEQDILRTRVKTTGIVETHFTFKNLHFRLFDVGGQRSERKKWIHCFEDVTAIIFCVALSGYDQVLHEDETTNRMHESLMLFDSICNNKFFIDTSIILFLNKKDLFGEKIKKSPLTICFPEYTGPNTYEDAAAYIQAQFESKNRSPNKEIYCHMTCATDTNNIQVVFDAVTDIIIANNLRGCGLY
HRas wt GTP – modulators of GTP binding to human HRas wildtype; AID 759; GTP binding activity, % at 10 µM; hit rate 0.14% among 190,000; GST-Ras wt beads, Bodipy-FL-GTP binding, flow cytometry; actives lie on both sides; P01112;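 active = GTP binding activity at least 20% away from the 100% baseline, either lowered as inhibitor or raised as activator; inconclusive = flagged as likely green fluorescent, judged across all proteins in the well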;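 also: 0% = unlabeled GTP competition control and 100% = no-compound control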
Starred values were filed as active, the others as inactive; ? = inconclusive; · = not tested or not shown.

SMILES | Mcl1 Bid PPI | Rac1 act GTP bind | Mcl-1 Bim block | Pf gametocyte | Cdc42 wt | Rab2A wt mod | Rac1 wt modul | Rab7 wt GTP bind | Mcl1-Noxa inh | RGS8-Gao reg | HRas wt GTP
COc1ccccc1N/C(N)=N/c1nc(CSc2nc3ccccc3s2)cc(=O)[nH]1 | 23 | 97 | -8 | · | 96 | 99 | 100 | 101 | -69 | 103 | 99
COc1ccc(CC(=O)Nc2cc(S(=O)(=O)N3CCOCC3)ccc2N2CCOCC2)cc1 | -5 | 100 | -4 | 9 | 102 | 99 | 104 | 99 | 12 | 97 | 100
C/C(=N\NC(=O)COc1ccc(C(C)(C)C)cc1)c1ccc(-n2ccnc2)cc1 | -1 | 97 | -2 | · | 100 | 95 | 102 | 99 | -16 | 103 | 97
COC(=O)CN(c1cccc(F)c1)S(C)(=O)=O | 19 | 100 | 2 | -5 | 102 | 101 | 103 | 100 | -8 | 102 | 104
COc1ccc2[nH]c(=O)c(CN(C(=O)c3cccnc3)c3ccc(C)cc3)cc2c1 | -18 | 101 | 0 | · | 106 | 105 | 104 | 95 | 15 | 101 | 103
CC(C)C(=O)NC(=S)Nc1ccccc1F | 50 | 100 | 1 | · | 102 | 102 | 104 | 102 | 6 | 101 | 104
O=C(Cn1c(=O)c2c(ncn2C2CCCC2)n(Cc2ccccc2)c1=O)N1CCc2ccccc21 | -18 | 101 | 3 | · | 102 | 99 | 105 | 99 | 0 | 104 | 100
CCn1nc(C)c(/C=N/NC(=S)Nc2ccc(Cl)cc2Cl)c1C | -6 | 97 | -4 | 10 | 95 | 96 | 97 | 93 | -14 | 105 | 96
CCOC(=O)c1c(C)[nH]c(C(=O)CSc2nnc(-c3cccs3)n2Cc2ccccc2)c1C | -57 | 96 | -1 | · | 98 | 99 | 98 | 100 | 3 | 100 | 99
CCOC(=O)c1c(C)c(-c2ccccc2)n(CC(=O)N2CCN(C)CC2)c1C | -43 | 102 | -1 | · | 100 | 100 | 105 | 96 | -1 | 104 | 98
Cc1cc(S(=O)(=O)N(Cc2ccccn2)Cc2ccco2)ccc1-n1cnnn1 | -11 | 100 | -5 | -26 | 103 | 98 | 103 | 97 | 14 | 109 | 99
Cc1ccccc1Cn1c(=O)n(-c2ccccc2)c(=O)c2ccc(C(=O)NCc3ccco3)cc21 | 8 | 100 | -2 | · | 102 | 102 | 107 | 101 | -5 | 97 | 102
COCC(=O)N(Cc1cc2cc(OC)ccc2[nH]c1=O)c1ccc(C)cc1 | · | 100 | -3 | -2 | 102 | 100 | 101 | 98 | · | 101 | 101
COC(=O)c1ccc(NC(=O)C2CC(=O)N(c3ccc(C)cc3)C2)cc1 (stereo unspecified) | -8 | 95 | 0 | 9 | 101 | 96 | 102 | 95 | -12 | 98 | 97
O=C(NNC1=C(C(=O)C(F)(F)F)CCC1)c1ccccc1Cl | -123 | 95 | 3 | · | 104 | 100 | 104 | 101 | -20 | 104 | 102
COC(=O)Cc1c(O)ccn(Cc2cccc(C(F)(F)F)c2)c1=O | -33 | 95 | 0 | · | 97 | 98 | 100 | 101 | 9 | 102 | 96
COc1ccc(-c2[nH]ncc2CN(C)C(C)c2ccon2)c(OC)c1 (stereo unspecified) | -136 | 97 | 0 | -18 | 97 | 103 | 100 | 105 | -15 | 96 | 98
C/C(CCc1ccc2c(c1)OCO2)=N\NC(=O)c1ccc(C)cc1C | -10 | 92 | -4 | 5 | 95 | 97 | 98 | 103 | 10 | 102 | 98
CN1C(=O)C(CC(=O)N2CCN(C(c3ccccc3)c3ccccc3)CC2)N(C)C1=O (stereo unspecified) | -32 | 93 | -2 | · | 94 | 93 | 91 | 93 | · | 105 | 94
COc1ccc(CNC(=S)Nc2ccccc2-c2ccccc2)cc1 | -55 | 93 | -2 | · | 92 | 97 | 94 | 94 | 14 | 96 | 96
Cc1cc(S(=O)(=O)NC2CCCC2)ccc1F | -28 | 95 | 3 | 26 | 98 | 97 | 97 | 93 | -12 | 102 | 101
CC1CCCCN1C(=O)Cc1ccc(Cl)cc1 (stereo unspecified) | 1 | 97 | -8 | · | 104 | 104 | 105 | 103 | -16 | 99 | 103
C=CCn1c(COc2ccc3c(c2)CCCC3)nnc1SCC(=O)Nc1cccc(SC)c1 | -40 | 96 | -3 | · | 97 | 95 | 97 | 94 | -3 | 104 | 97
CCOC(=O)C1CCN(c2nc3ccccc3nc2C(C#N)C(=O)NCCc2ccccc2)CC1 (stereo unspecified) | -40 | 91 | 4 | · | 97 | 94 | 102 | 96 | 15 | 102 | 100
CCOC(=O)N1CCC(NC(=O)CCc2c(C)nc3c(c(C)nn3C(C)(C)C)c2C)CC1 | -18 | ? | 1 | · | ? | ? | ? | ? | 6 | 99 | ?

Not a retest: entries from further up.
SMILES | Mcl1 Bid PPI | Rac1 act GTP bind | Mcl-1 Bim block | Pf gametocyte | Cdc42 wt | Rab2A wt mod | Rac1 wt modul | Rab7 wt GTP bind | Mcl1-Noxa inh | RGS8-Gao reg | HRas wt GTP
COc1ccccc1N/C(N)=N/c1nc(CSc2nc3ccccc3s2)cc(=O)[nH]1 | 23 | 97 | -8 | · | 96 | 99 | 100 | 101 | -69 | 103 | 99
COc1ccc(CC(=O)Nc2cc(S(=O)(=O)N3CCOCC3)ccc2N2CCOCC2)cc1 | -5 | 100 | -4 | 9 | 102 | 99 | 104 | 99 | 12 | 97 | 100
C/C(=N\NC(=O)COc1ccc(C(C)(C)C)cc1)c1ccc(-n2ccnc2)cc1 | -1 | 97 | -2 | · | 100 | 95 | 102 | 99 | -16 | 103 | 97
COC(=O)CN(c1cccc(F)c1)S(C)(=O)=O | 19 | 100 | 2 | -5 | 102 | 101 | 103 | 100 | -8 | 102 | 104
COc1ccc2[nH]c(=O)c(CN(C(=O)c3cccnc3)c3ccc(C)cc3)cc2c1 | -18 | 101 | 0 | · | 106 | 105 | 104 | 95 | 15 | 101 | 103
CC(C)C(=O)NC(=S)Nc1ccccc1F | 50 | 100 | 1 | · | 102 | 102 | 104 | 102 | 6 | 101 | 104
O=C(Cn1c(=O)c2c(ncn2C2CCCC2)n(Cc2ccccc2)c1=O)N1CCc2ccccc21 | -18 | 101 | 3 | · | 102 | 99 | 105 | 99 | 0 | 104 | 100
CCn1nc(C)c(/C=N/NC(=S)Nc2ccc(Cl)cc2Cl)c1C | -6 | 97 | -4 | 10 | 95 | 96 | 97 | 93 | -14 | 105 | 96
CCOC(=O)c1c(C)[nH]c(C(=O)CSc2nnc(-c3cccs3)n2Cc2ccccc2)c1C | -57 | 96 | -1 | · | 98 | 99 | 98 | 100 | 3 | 100 | 99

Remaining list, next part:
SMILES | Mcl1 Bid PPI | Rac1 act GTP bind | Mcl-1 Bim block | Pf gametocyte | Cdc42 wt | Rab2A wt mod | Rac1 wt modul | Rab7 wt GTP bind | Mcl1-Noxa inh | RGS8-Gao reg | HRas wt GTP
O=C(CSc1nnc(-c2ccccc2)o1)NC1CCS(=O)(=O)C1 (stereo unspecified) | -13 | 97 | -5 | -17 | 99 | 97 | 99 | 99 | 6 | 100 | 97
O=C1NCCc2c1[nH]c1c(Cl)ccc(Cl)c21 | 14 | 97 | -2 | 3 | 99 | 97 | 97 | 100 | 6 | 102 | 98
COc1ccc(-n2cc(CNCC3CC(=O)N(C4CC4)C3)c(-c3ccccc3Cl)n2)cc1 (stereo unspecified) | -42 | 97 | -2 | · | 97 | 99 | 101 | 104 | 23 | 107 | 99
COc1ccc(CCNC(=O)CCc2nc3ccccc3[nH]2)cc1OC | -13 | 97 | -1 | 4 | 95 | 98 | 97 | 97 | -8 | 100 | 95
CCOc1ccc(Br)cc1S(=O)(=O)Nc1cccc(S(=O)(=O)N(C)C)c1 | -20 | 97 | -2 | 9 | 99 | 94 | 98 | 99 | 15 | 102 | 100
CC(C)(C)NS(=O)(=O)c1ccc(CCC(=O)Nc2ccc3c(c2)OCO3)cc1 | -26 | 95 | -4 | · | 101 | 99 | 102 | 102 | 1 | 99 | 101
COc1ccccc1NC(=O)CCCc1c[nH]c2ccccc12 | -7 | 99 | 0 | -7 | 101 | 96 | 103 | 97 | 1 | 85 | 99
Cc1ccc(C(=O)OCC(=O)NCC2CCCO2)c(C)c1 (stereo unspecified) | -11 | 92 | -2 | -4 | 91 | 97 | 87 | 99 | -5 | 101 | 95
COc1ccc(CNCc2cccc(OC)c2OC)cc1Br | 33 | 98 | -2 | 23 | 106 | 107 | 103 | 113 | 13 | 99 | 104
CCCCCCCCS(=O)C1CCS(=O)(=O)C1 (stereo unspecified) | -15 | 101 | -5 | 3 | 101 | 101 | 103 | 99 | 17 | 101 | 102
COC(=O)c1cn(NC(=O)C2CCC(C(C)(C)C)CC2)c(=O)c2ccccc12 (stereo unspecified) | -11 | 99 | -2 | · | 100 | 99 | 99 | 100 | -23 | 95 | 102
CC(C(=O)c1ccc(-c2ccccc2)cc1)[n+]1ccccc1 (stereo unspecified) | 4 | 100 | -7 | · | 99 | 100 | 103 | 103 | 4 | 103 | 99
O=C(Nc1ccccc1)N(Cc1cccs1)C1CCCC1 | -38 | 97 | -2 | -1 | 98 | 100 | 103 | 100 | 17 | 107 | 98
CC(C)(C)c1ccc(CNC(=O)c2ccc3c(c2)NC(=O)CO3)cc1 | -18 | 97 | -3 | -15 | 97 | 102 | 102 | 105 | 0 | 96 | 101
Fc1cccc(Cl)c1CSc1nnc(CN2CCOCC2)n1-c1ccccc1 | 0 | 95 | -3 | · | 98 | 97 | 99 | 97 | 3 | 98 | 97
COc1ccc2[nH]c(=O)c(CNc3ccccc3)cc2c1 | -22 | 99 | -1 | · | 100 | 97 | 99 | 97 | 31 | 97 | 99
COc1ccc(C(=O)N/N=C/C(C)c2ccccc2)cc1OC (stereo unspecified) | -4 | 94 | 4 | · | 94 | 94 | 95 | 94 | 3 | 104 | 94
COC(=O)C1CCN(C(=O)COC(=O)Cc2c[nH]c3ccccc23)CC1 | -60 | 100 | 0 | -13 | 103 | 101 | 110 | 101 | -15 | 103 | 103
O=c1sc(Nc2ccccc2)nc2ccsc12 | -37 | 93 | 3 | 6 | 97 | 94 | 95 | 93 | 9 | 103 | 97
N/C(=N\N=C\c1ccc2c(c1)OCO2)SC1CC(=O)N(c2ccc(C(=O)O)cc2)C1=O (stereo unspecified) | -10 | 87 | 3 | 4 | 87 | 84 | 91 | 91 | -1 | 101 | 87
Cc1ccc(-c2nc3ccccc3nc2Cl)cc1 | 0 | 94 | 2 | -4 | 96 | 97 | 99 | 105 | 0 | 102 | 98
